# Source: PubChem BioAssay (several laboratories)
# NPR1 activator = GC-A (human) enzyme activation; HEK293 GC-A cells, cGMP TR-FRET, EC30 ANP; 0% at EC30 ANP, 100% saturating ANP; activation, % at 10 µM; P16066; AID 1671463; 370,000 compounds, 0.14% hits; in the data active = activation above about 40%
# DAX1 inh-1 = DAX1 (NR0B1) inhibition, primary screen; AID 652010; inhibition, % at 6.8 µM; 370,000 compounds, 1.1% hits; HEK293T StAR-luciferase reporter, SF-1/DAX-1 repression relief;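 active = inhibition above the mean over all tested compounds plus 3 SD, cut at about 3.6% in these data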;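 note: 0% = DAX-1 cells with DMSO and 100% = cells lacking DAX-1 with DMSO; higher inhibition means more luminescence from relief of DAX-1 repression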
# GC-B act = GC-B (human) receptor activation. P20594. HEK293-GC-B cells, CNP EC30, cGMP TR-FRET; 0% at EC30 CNP, 100% saturating CNP. activation, % at 10 µM. 370,000 compounds, 0.11% hits;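 active = activation at 10 µM reaching about 35% in either raw or pattern-adjusted values, limit read from the data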
# hgDAF-12 ag = hgDAF-12 agonism, primary luciferase screen | HEK293 GAL4-hgDAF12 UAS-luciferase reporter, agonist luminescence; normalized to butyrate control | activation, % at 6.8 µM | 370,000 compounds, 1.8% hits | AID 687014;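 active = activation above a cutoff set at the mean of all screened compounds plus 3 SD, cut at about 10% in these data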;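 note: 0% = DMSO wells and 100% = sodium butyrate wells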
# SMARCA2 act = activators of SMARCA2 function. MG213 cells, MMTV-luciferase reporter, dexamethasone, overnight. activation, % at 9.1 µM. 370,000 compounds, 1% hits; in the data active = activation above about 7.8%;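 note: 0% = vehicle wells and 100% = reference activator wells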
# hcDAF12 agonist = activates DAF-12 receptor from parasite H. contortus | HEK293 hcDAF-12 lit1-tk-luc reporter, luminescence; 0% DMSO, 100% Δ7-dafachronic acid | activation, % at 6.8 µM | 370,000 compounds, 1.4% hits | AID 652067;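 active = activation above the mean of all tested compounds plus 3 SD, cut at about 5.5% in these data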;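 note: 100% = response to 3 µM Δ7-dafachronic acid high control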
# proKLK7 act = activates the human kallikrein-7 zymogen; purified proKLK7, EDANS-DABCYL substrate fluorescence; 100% is mature enzyme control, 0% vehicle; activation, % at 7 µM; 370,000 compounds, 0.9% hits; P49862;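 active = activation above the mean of all tested compounds plus 3 SD, computed per campaign excluding outliers beyond control limits, cut at about 13% in these data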
# Target sequence (P49862 whole entry, looked up): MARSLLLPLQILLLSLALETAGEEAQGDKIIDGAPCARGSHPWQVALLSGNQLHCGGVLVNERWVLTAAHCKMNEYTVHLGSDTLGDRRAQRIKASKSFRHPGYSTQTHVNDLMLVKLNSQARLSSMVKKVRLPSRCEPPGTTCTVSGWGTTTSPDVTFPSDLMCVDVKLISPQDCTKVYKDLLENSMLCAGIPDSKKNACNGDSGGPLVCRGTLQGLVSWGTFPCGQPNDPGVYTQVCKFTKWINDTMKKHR
# DAX1 inh-2 = inhibitors of human orphan nuclear receptor DAX1 (NR0B1) | AID 504766 | HEK293 Gal4-DAX1 luciferase reporter, luminescence | 340,000 compounds, 0.99% hits | P51843 | inhibition, % at 6.75 µM;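 active = inhibition above the mean over all tested compounds plus 3 SD, cut at about 4.2% in these data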;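 note: 0% = DAX1-transfected cells with DMSO and 100% = empty-vector control cells with DMSO; inhibition shows as a rise in luminescence from relieved DAX1 repression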
# Target sequence (P51843 207-470 limits assumed): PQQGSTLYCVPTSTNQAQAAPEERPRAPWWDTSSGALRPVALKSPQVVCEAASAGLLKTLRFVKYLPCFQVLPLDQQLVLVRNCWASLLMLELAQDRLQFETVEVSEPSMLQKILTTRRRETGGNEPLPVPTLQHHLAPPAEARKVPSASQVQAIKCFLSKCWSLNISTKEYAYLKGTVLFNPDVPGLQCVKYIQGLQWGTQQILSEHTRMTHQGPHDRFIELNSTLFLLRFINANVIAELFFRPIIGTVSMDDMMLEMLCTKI
# HGIII-sPLA2 inh = Blocks human group III sPLA2 activity; Q9NZ20; QFRET BODIPY PC-A2 liposome hydrolysis, fluorescence; inhibition, % at 12.2 µM; 370,000 compounds, 0.56% hits;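 active = inhibition above mean plus 3 SD of compounds lying within the high and low control bounds, cut at about 19% in these data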;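 note: 0% = median of test compound wells and 100% = no enzyme DMSO wells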
# Target sequence (Q9NZ20 whole entry, looked up): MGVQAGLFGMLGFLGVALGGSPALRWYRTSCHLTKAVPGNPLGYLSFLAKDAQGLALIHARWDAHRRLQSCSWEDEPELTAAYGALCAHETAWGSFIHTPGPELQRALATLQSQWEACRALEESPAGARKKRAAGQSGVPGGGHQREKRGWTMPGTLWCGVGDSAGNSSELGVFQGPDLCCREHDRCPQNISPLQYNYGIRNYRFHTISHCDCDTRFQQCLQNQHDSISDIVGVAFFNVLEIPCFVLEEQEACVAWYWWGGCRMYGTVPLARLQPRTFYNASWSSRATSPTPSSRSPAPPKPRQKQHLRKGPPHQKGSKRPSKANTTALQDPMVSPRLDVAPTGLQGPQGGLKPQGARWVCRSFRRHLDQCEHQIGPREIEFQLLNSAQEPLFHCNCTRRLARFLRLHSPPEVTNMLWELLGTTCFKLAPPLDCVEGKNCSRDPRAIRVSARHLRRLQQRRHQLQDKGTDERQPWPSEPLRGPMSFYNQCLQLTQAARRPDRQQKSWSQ
# ssDAF12 agonist = S. stercoralis DAF-12 activation, primary screen | activation, % at 6.8 µM | AID 652126 | 370,000 compounds, 1% hits | HEK293 ssDAF-12/GRIP1 lit1-tk-luc reporter, luminescence; % of 3 µM dafachronic acid response;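 active = activation above the mean over all tested compounds plus 3 SD, cut at about 0.9% in these data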;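 note: 0% = DMSO-only wells and 100% = 3 µM delta7-dafachronic acid wells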
# FXN GAA850 act = activators of GAA850 frataxin (FXN) promoter | HEK293 lucGAA850 FXN promoter luciferase reporter, 24 h; percent of 10 µM SAHA response | activation, % at 6 µM | 360,000 compounds, 0.56% hits;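 active = activation above the average of all compounds screened plus 3 SD, cutoff fixed separately per campaign, cut at about 7.5% in these data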;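 note: 0% = DMSO wells and 100% = 10 µM SAHA wells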
# The depositor's hits bear a star; . = not tested or not shown; & = joins results of further samples. Compounds as they come; 6.7% or so of the library scored in one or more.
SMILES,NPR1 activator,DAX1 inh-1,GC-B act,hgDAF-12 ag,SMARCA2 act,hcDAF12 agonist,proKLK7 act,DAX1 inh-2,HGIII-sPLA2 inh,ssDAF12 agonist,FXN GAA850 act
CC(C)OCCCN1CN(S(=O)(=O)c2ccc(Cl)cc2)c2nc3ccccc3nc21,2,-0.5,-8,-0.9,-1,0.0,0.5,1.3,-2,-1.2,3.9
COc1ccc(CC(=O)NNC(=S)NCC2CC2)cc1OC,4,-0.8,0,0.8,0,0.2,0.5,0.1,8,-1.3,0.6
CN(CC(=O)Nc1ccc(SC(F)F)cc1)C1CCCCC1,2,0.9,3,1.6,0,-1.8,-0.2,1.1,-6,-1.4,3.1
NC(=O)c1ccsc1NC(=O)c1ccc([N+](=O)[O-])o1,-5,-4.5,0,-3.2,8.3*,-0.1,0.1,-0.1,12,-1.1,-0.7
O=C(Nc1ccccc1C(F)(F)F)N1CCC(N2CCCCC2)CC1,2,0.5,6,1.9,0,-0.1,0.5,-0.1,-7,-0.3,-2.8
CN(C)CCNC(=O)/C(=N\O)c1ccccn1,4,-0.5,8,-0.7,1,0.0,0.5,-1.3,2,-1.7,2.3
CCN=C1SC(C(=O)Nc2ccccc2)CC(=O)N1CC (stereo not given),4,0.0,-6,-1.4,-1,0.8,0.0,1.4,4,-0.6,0.4
CN(Cc1ccccc1)C(=O)c1cnc(Cc2c[nH]c3ccccc23)c(I)c1,-6,-2.2,-6,-4.8,-2,0.7,0.2,.,-94,0.7,-3.7
O=C(O)C1(c2ccccc2)CCN(S(=O)(=O)c2cccs2)CC1,3,0.2,2,1.6,-3,-0.8,0.5,-0.9,2,-1.6,0.4
CCc1c(C2(O)CCCCC2)[nH]c2ccc(C(F)(F)F)cc12,0,-0.2,-6,0.1,0,0.4,-0.3,-2.0,-18,-0.2,-4.7
Cc1ccc(C)c(CN2CCC(n3nccc3NC(=O)CCCc3ccccc3)CC2)c1,-6,-0.5,-13,-1.0,-1,-1.8,-0.3,-0.1,-11,-0.9,-2.1
C/C(CC1CC(C)OC1=O)=N\NC(N)=S (stereo not given),3,-0.1,5,-2.5,-2,5.0,-0.7,-1.0,15,0.3,0.2
O=C(N/N=C/C=N/NC(=O)c1ccco1)c1ccco1,2,-1.1,1,2.2,0,-0.4,0.5,0.8,3,-1.1,3.8
O=C(COc1ccccc1)N1CCN(c2ncccn2)CC1,-2,0.0,-5,-0.3,-1,-1.0,0.0,1.2,3,-0.4,1.6
O=C(CN1CCN(S(=O)(=O)c2ccccc2)CC1)Nc1ccc([N+](=O)[O-])cc1,-3,-1.2,-2,-0.8,-2,-2.7,-0.3,-1.0,-5,-1.5,-1.2
c1ccc(Cn2c(-c3cccs3)nc3nc4ccccc4nc32)cc1,8,0.9,12,5.8,-2,1.8,-1.9,.,1,-0.6,.
S=C(NCc1ccccc1)N1CCN(C(=S)NCc2ccccc2)CC1,-1,-0.5,-4,-2.3,-5,0.7,0.0,0.1,14,-1.3,-0.3
Cc1nnc(-c2cccc(Br)c2)c2cn(-c3ccc(Br)cc3)nc12,6,-0.2,-42,-2.6,-5,-0.3,-0.1,0.2,-1,-1.3,-2.0
N#Cc1c(N)nc2c(c1N)CC(=O)N2c1ccccc1-c1ccccc1,5,0.0,14,-1.1,0,-1.6,0.4,0.5,1,-0.8,1.3
O=C1Nc2ccc(Cl)cc2C(C#CC2CC2)(C(F)(F)F)O1 (stereo not given),0,-1.1,0,-0.3,-5,-2.0,0.7,-1.4,-13,-1.3,0.5
COc1ccc(NC(=O)c2cc(-c3ccc(OC)c(OC)c3)nc3ccccc23)c(OC)c1,4,-0.6,1,-1.3,-3,-1.1,-0.4,-0.8,6,-0.9,1.5
COc1ccc(CCNC(=O)c2cc3cc(F)ccc3nc2C)cc1OC,5,-0.2,4,-1.9,-4,-0.5,0.1,0.2,-1,-1.5,1.0
COC(=O)C1CN(Cc2ccc(C)cc2)CCS(=O)(=O)N1Cc1cn(Cc2ccccc2)nn1 (stereo not given),-6,-0.6,-4,1.5,-1,-3.9,0.4,.,1,-1.3,.
CN(Cc1ccccc1)Cc1nc2c([nH]1)c(=O)n(C)c(=O)n2C,2,-0.4,0,-1.0,-2,0.9,0.3,-1.3,3,-1.2,-2.3
CC(C)(C)c1cc(C(=O)N/N=C/c2ccncc2)n[nH]1,-2,0.4,-1,-3.2,6,0.2,-0.2,0.3,-2,-1.3,-0.5
CCn1ccc(C(=O)Nc2ncc(C)s2)n1,-1,8.9*,1,7.7,5,2.9,-0.9,1.2,11,0.2,2.1
COC(=O)[C@]12CCCCC=C1N(CCc1ccc(OC)c(OC)c1)C(=O)[C@H](CC(=O)NCc1cccc3ccccc13)C2,-1,4.6*,1,0.0,2,-1.1,0.8,.,-22,-1.4,.
Cn1c(NCCCO)nc2c1c(=O)n(Cc1ccccc1F)c(=O)n2C,13,-0.5,8,-0.5,-3,-0.1,0.5,-0.7,11,-1.2,1.3
O=C(CCS(=O)(=O)Cc1ccccc1F)NCc1ccccc1Cl,3,-0.2,1,-0.8,0,-1.0,0.1,0.5,0,-1.5,2.8
COc1ccc(CSc2nc3ccccc3[nH]2)cc1,-2,1.0,-4,5.8,0,2.6,0.2,-1.2,-4,-0.5,2.9
Cc1cccc(N(Cc2ccc(Cl)cc2)S(C)(=O)=O)c1,-30,-0.2,-18,1.8,-3,-1.3,-0.4,1.0,-7,-1.9,-0.2
Cc1cc2cc(CN(CC3CCCO3)C(=S)Nc3ccccc3)c(=O)[nH]c2cc1C (stereo not given),-4,-1.3,3,1.2,-2,-2.3,0.8,0.5,9,-1.7,-3.3
COc1cc(OC)c(OC)cc1C=Cc1ccc2ccccc2n1,5,0.7,-4,8.0,3,2.9,-7.6,-0.9,6,0.8,8.9*
O=C(c1cccc(NC2=NC3CS(=O)(=O)CC3S2)c1)N1CCN(c2cccc(Cl)c2)CC1 (stereo not given),2,0.4,4,-0.5,-1,-0.1,1.2,0.3,-1,-0.6,-0.6
CCn1c(SCc2ccc(F)cc2)nnc1-c1nn(-c2ccccc2)ccc1=O,-2,-1.5,-6,-0.6,1,-2.3,0.3,1.0,0,-1.1,-0.9
CCCCCC(=O)N1CCN(CCN=CC2=C(O)CC(c3ccc(OC)cc3)CC2=O)CC1 (stereo not given),2&-3,-0.2&-0.1,2&2,-3.4&-1.1,-1&4,1.7&-0.9,-0.2&-0.4,-0.2&0.4,2&13,-1.0&-0.8,-2.1&-1.0
CN(C)CCCN(C(=O)c1ccc(S(=O)(=O)N2CCCCCC2)cc1)c1nc2ccc(Br)cc2s1,-12,-0.4,-2,0.1,-2,-1.0,0.1,-0.5,-12,-1.3,2.8
O=C(O)CCCNC(=O)/C(=C\C=C\c1ccccc1)NC(=O)c1ccccc1Cl,-3,-0.1,1,0.0,-2,-0.2,-0.8,-0.3,-2,-1.4,-1.2
COc1ccccc1N1N=C(C(=O)c2ccccc2)C2C(=O)N(c3ccc(Br)cc3)C(=O)C21 (stereo not given),-2,-0.1,6,-2.1,-2,-1.0,-0.2,.,1,0.2,0.7
CN(C(=O)CSc1nc(-c2ccccc2)c(-c2ccccc2)o1)C1CCS(=O)(=O)C1 (stereo not given),-31,-1.0,-7,0.4,-5,-1.8,-0.6,-0.6,-8,-1.1,2.1
C#CCOc1ccc(/C=C2/C(=O)ON=C2C)cc1OCC,43*,-0.7,18,-1.0,-2,-2.0,-0.1,1.8,8,-0.7,0.5
COc1ccc(NC(=S)NC(NC(=O)/C=C/c2ccccc2)C(Cl)(Cl)Cl)cc1 (stereo not given),2,-0.9,6,-1.3,-4,-1.5,-0.2,-2.2,-12,-1.5,-3.7
Cc1ccc(C2CC(c3cccc(Br)c3)n3nc(N)nc3N2)cc1 (stereo not given),-5,0.2,-6,1.5,4,-2.4,0.5,0.4,9,-1.3,2.6
O=C(CN1CCC(O)(c2ccc3c(c2)OCO3)CC1)N1CCOCC1,3,0.9,4,0.4,-1,-0.5,-0.1,-0.6,1,-0.5,-0.7
Cc1c(CC(=O)NCC(C)C)c(=O)oc2cc3c(cc12)CCC(C)(C)O3,3,-0.3,5,2.8,-1,-1.0,2.3,0.6,3,-0.9,1.4
CCc1nc(CNC(=O)C2CCC(=O)N(Cc3cccc(OC)c3)C2)no1 (stereo not given),4,1.5,2,1.0,1,2.1,0.0,0.3,2,-1.4,0.1
Cc1cc(C)nc(CCNC(=O)c2cc(COc3c(F)cccc3F)on2)n1,-4,-0.9,4,1.8,-1,0.8,0.2,-0.7,6,-1.1,-0.8
CCc1cc2c(SCC(=O)N3CCN(C(=O)c4cccs4)CC3)ncnc2s1,0,-0.7,-1,-2.0,0,0.0,0.3,1.1,1,-1.8,1.8
COC(=O)[C@@H](NC(=O)c1ccccc1OC1CCN(S(C)(=O)=O)CC1)C(C)C,-4,-0.6,-2,0.1,-1,-1.3,0.4,-0.9,4,-1.6,1.7
O=C(CCS(=O)(=O)c1ccc(Cl)cc1)Nc1nc(-c2cccnc2)cs1,-3,-0.1,-3,1.6,-2,1.4,0.5,-0.3,-1,-1.0,0.2
Cc1cc(NS(=O)(=O)c2ccc(NC(=O)/C=C/c3c(F)cccc3Cl)cc2)nc(C)n1,-3,1.0,-3,-0.4,1,-0.7,0.2,-0.7,-41,-1.4,0.1
COc1ccc(C(=O)C(=O)N2CCN(S(=O)(=O)c3cccc4c(N(C)C)cccc34)CC2)cc1OC,5,-0.8,3,-0.7,-3,-2.0,-2.7,.,-8,-1.2,.
CCOC(=O)C1=C(C)NC(=O)CC1c1ccccc1OC (stereo not given),-3,0.3,-4,0.1,-2,-1.2,-0.2,-1.3,2,-1.4,0.9
Cc1ccc(CSCCNC(=O)/C=C/c2ccccc2Cl)cc1,4,0.2,-2,-1.0,-1,0.1,-0.5,0.8,1,-1.9,-0.1
C/C(=N\NC(=O)COc1ccc(C)cc1Br)c1cc([N+](=O)[O-])cs1,2,-0.6,0,-1.9,-2,-1.6,-0.6,2.3,-6,-1.7,4.2
CC1COC(Cn2c3ccccc3c3ccccc32)O1 (stereo not given),3,-0.4,-6,3.2,-1,-0.9,-0.1,0.6,-1,-0.8,0.2
O=C(NCc1ccc(Cl)c(Cl)c1)c1cc(C2CCCCN2C(=O)c2ccccn2)on1 (stereo not given),0,-3.5,3,-2.7,-4,-1.9,-0.1,.,1,-1.5,2.1
O=S(=O)(NC1CCCCC1N1CCCCC1)c1ccccc1 (stereo not given),2,-0.2,4,-0.9,3,2.8,-0.4,1.1,-1,-1.3,0.1

# Arranged by the number under DAX1 inh-2 (descending): three of the compounds above
canonical_smiles | NPR1 activator | DAX1 inh-1 | GC-B act | SMARCA2 act | hcDAF12 agonist | proKLK7 act | DAX1 inh-2 | HGIII-sPLA2 inh | ssDAF12 agonist
Cc1c(CC(=O)NCC(C)C)c(=O)oc2cc3c(cc12)CCC(C)(C)O3 | 3 | -0.3 | 5 | -1 | -1.0 | 2.3 | 0.6 | 3 | -0.9
Cc1ccc(C2CC(c3cccc(Br)c3)n3nc(N)nc3N2)cc1 (stereo not given) | -5 | 0.2 | -6 | 4 | -2.4 | 0.5 | 0.4 | 9 | -1.3
CCOC(=O)C1=C(C)NC(=O)CC1c1ccccc1OC (stereo not given) | -3 | 0.3 | -4 | -2 | -1.2 | -0.2 | -1.3 | 2 | -1.4
